Lipid storage S3 – qHTS Assay for Lipid Storage Modulators in Drosophila S3 Cells; Drosophila S3 cells, BODIPY lipid droplet fluorescence, 18-24 h; cells fed with added oleic acid; Potency in µM for hits, for the others lipid storage change, negative = inhibition, % at the top dose, mostly 46.1 µM; 320,000 tested, 0.64% active; active = well fitted inhibition curve with a large enough effect in the signal ratio, with a control signal flat, not every such curve was filed as active; inconclusive = small, poorly fitted or top-dose-only effect, or effect the other way, or a change in a side signal; the % refers to the signal ratio
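Drosophila S3 cells got compounds at several concentrations plus oleic acid (400 uM solution). Laser-scanning cytometry with 488 nm excitation read lipid droplets at 500-530 nm and cells at 575-640 nm. Percent activity was relative to 20 uM Triacsin C.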
Lipid storage S3 cell count max – second read-out of Lipid storage S3, no call of its own (marks repeat the call); cell number change, %; measured here: cell count max response;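 cells counted by Cell Tracker Red CMTPX staining in the red channel; peak over a dose series mostly up to 46.1 µM; percent activity relative to internal control wells on each plate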
An asterisk follows results filed as active; i = inactive; u = inconclusive; x = not tested or not shown. % is scaled to controls: 0 for no effect and ±100 for the full control effect; potency is read from the fitted curve at half-maximal effect.

Lipid storage S3	Lipid storage S3 cell count max	Compound
21%	x	CN(CC(=O)Nc1ccc(Cl)cc1)C(=O)Cn1[nH]c(=O)c2ccccc2c1=O
22%	14	O=C(NCCN1CCOCC1)c1cc2c(=O)n3ccccc3nc2n1Cc1ccccc1
u	x	FC(F)(F)c1cccc(Cc2noc(CN3CCSCC3)n2)c1
-2%	22	Cc1ccc(-c2nnc(SCC(=O)CC(=O)Nc3ccccc3)n2-c2ccccc2)cc1
u	x	CCC(C)[C@H](NC(=O)NCc1cccc(OC)c1)C(=O)OC (some centres undefined)
-20%	4	O=C(/C=C/c1ccccc1Cl)Nc1ccncc1
23µM*	-29*	CCS(=O)(=O)N1Cc2ccccc2CC1C(=O)NC(C)C12CC3CC(CC(C3)C1)C2 (centres undefined)
u	x	O=C(CCn1c(=O)[nH]c2ccsc2c1=O)NCc1ccc(F)cc1
-13%	-1	Cc1ccc(S(=O)(=O)Nc2ccc3c(c2)OCCO3)cc1C
u	x	N/C(=N/OC(=O)c1ccccc1F)c1nonc1N
-26%	-50	O=C(O)c1cc(-c2cccc(Cl)c2)nc2nc(N3CCCCC3)sc12
u	x	CCc1nc(N2CCN(C(C)=O)CC2)c2c3c(sc2n1)CC(C(C)(C)C)CC3 (centres undefined)
i	x	COc1ccccc1/C=c1\sc2nc(-c3ccco3)nn2c1=O
u	x	Cc1cc(S(=O)(=O)N(Cc2cccs2)Cc2ccccc2F)ccc1-n1cnnn1
u	x	CCOC(=O)C1(CC2CCCCO2)CCN(S(=O)(=O)c2ccsc2)CC1 (centres undefined)
u	x	COc1cccc(CNC(=O)COC(=O)CCc2cc(OC)c(OC)c(OC)c2)c1
12%	3	Cc1nonc1N1CCN(Cc2cn[nH]c2-c2ccc3c(c2)OCO3)CC1
-6%	-13	CCOC(=O)c1c(C)nc(C)c(C(=O)OCC)c1-c1ccccc1
4%	17	O=C(O)c1ccc2nc(-c3cc4cccc(O)c4oc3=O)[nH]c2c1
9%	7	CCCc1c(O)nc(SCCN(CC)CC)n(C(=O)c2ccccc2)c1=O

Three compounds already listed, arranged by the value under Lipid storage S3 cell count max, ascending.
Lipid storage S3	Lipid storage S3 cell count max	Compound
-13%	-1	Cc1ccc(S(=O)(=O)Nc2ccc3c(c2)OCCO3)cc1C
12%	3	Cc1nonc1N1CCN(Cc2cn[nH]c2-c2ccc3c(c2)OCO3)CC1
9%	7	CCCc1c(O)nc(SCCN(CC)CC)n(C(=O)c2ccccc2)c1=O

Of the compounds above, 4 contain an NH in an aromatic ring:
Lipid storage S3	Lipid storage S3 cell count max	Compound
21%	x	CN(CC(=O)Nc1ccc(Cl)cc1)C(=O)Cn1[nH]c(=O)c2ccccc2c1=O
u	x	O=C(CCn1c(=O)[nH]c2ccsc2c1=O)NCc1ccc(F)cc1
12%	3	Cc1nonc1N1CCN(Cc2cn[nH]c2-c2ccc3c(c2)OCO3)CC1
4%	17	O=C(O)c1ccc2nc(-c3cc4cccc(O)c4oc3=O)[nH]c2c1

Carrying on.
Lipid storage S3	Lipid storage S3 cell count max	Compound
18%	21	CN(CC(=O)Nc1ccccc1Br)C(=O)c1cccc([N+](=O)[O-])c1
-12%	-2	Cc1[nH]nc(NCCO)c1[N+](=O)[O-]
u	x	O=C1CCN(S(=O)(=O)c2cccs2)c2ccc(C(F)(F)F)cc2N1
6%	-20	NC(Cc1ccccc1)C(O)(c1ccccc1)c1ccccc1 (centres undefined)
i	x	COc1cc(C(=O)NCC(c2ccco2)N2CCc3ccccc3C2)cc(OC)c1OC (centres undefined)
u	x	O=S(=O)(NCC1CCCO1)c1ccc(-c2ccc(S(=O)(=O)NCC3CCCO3)cc2)cc1 (centres undefined)
-16%	4	O=C(NCCCN1CCCC1=O)c1cc2nc(-c3ccco3)cc(C(F)(F)F)n2n1
i	x	Cc1ccc(S(=O)(=O)N(CC(=O)N2CCN(c3ccccc3F)CC2)C2CCCCC2)cc1
11%	6	COc1cc(OC)c(C(=O)NCc2ccco2)cc1OC
21%	12	CSc1nc(C)cc(Oc2ccc(OCCOc3ccccc3)nn2)n1
i	17	COc1cc2c(cc1OC)C(C)N(C(=O)C1COc3ccccc3O1)CC2 (centres undefined)
u	x	COc1cc(C(=S)N2CCOCC2)ccc1OC(=O)c1cc([N+](=O)[O-])c(C)c([N+](=O)[O-])c1
u	x	COc1cc(C(=O)OCC(=O)NCc2ccco2)cc(OC)c1OC
6%	1	CCOc1ncccc1C(=O)OCC(=O)Nc1ccc(C(N)=O)cc1
i	8	C=CCn1c(SC(C)C(=O)NCc2ccc3c(c2)OCO3)nc2scc(-c3ccccc3)c2c1=O (centres undefined)
i	x	O=c1[nH]c(C2CCCN(S(=O)(=O)c3cccc(Cl)c3)C2)nc2c1nnn2Cc1ccc2c(c1)OCCO2 (centres undefined)
u	x	COc1ccccc1C(=O)Nc1ccc(S(=O)(=O)N2CCCC2)cc1
u	x	COc1ccc(C(=O)Nc2cc(Cl)cc(Cl)c2)c(OC)n1
u	x	COc1ccc(CCNC(=O)Cn2nnc(-c3ccc(OC)c(OC)c3)n2)cc1OC
-21%	-14	CCOc1ccc(N2CC(C(=O)Nc3c(C)n(C)n(-c4ccccc4)c3=O)CC2=O)cc1 (centres undefined)
-29%	x	N#CCc1c(C#N)c(N)nc(N2CCCC(O)C2)c1C#N (centres undefined)
7%	19	CCOC(=O)C1CC(=O)c2cc(OC)c(OC)cc2C1 (centres undefined)
u	x	CC1Cc2ccccc2N1S(=O)(=O)c1ccc2c(c1)n(C)c(=O)c(=O)n2C (centres undefined)
-4%	-10	CCN1CCN(C(=O)N[C@@H](C(=O)N[C@@H]2C(=O)N3C(C(=O)O)=C(CSc4nnnn4C)CS[C@H]23)c2ccc(O)cc2)C(=O)C1=O
u	x	O=C(NCc1cccnc1)c1cccnc1-c1nc2ccccc2s1
u	x	COc1ccc(N2CCN(C(=O)COC(=O)c3cccc(S(=O)(=O)Nc4ccccc4OC)c3)CC2)cc1
u	x	Cn1c(C(=O)N[C@@H](Cc2ccccc2)C(=O)NCCC(=O)O)cc2cc(Cl)ccc21
4%	1	O=C(CCCNc1ccccc1)N/N=C/c1cccs1
i	-31	CCOc1ccc(NC(=O)CCC(=O)N/N=C2\CCCc3ccccc32)cc1
9%	-1	CCC(=O)c1ccc(-c2ccccc2)cc1
u	x	O=C(Nc1ccccc1)c1ccccc1NS(=O)(=O)c1ccc(Cl)s1
15%	-9	CCOC(=O)CN(C(=O)COc1nc(C)cc(C)c1C#N)c1ccc(F)cc1
u	x	CCN1CCN(C(=O)CN(C)S(=O)(=O)c2ccc(OC)c(C)c2)CC1
-23%	-1	CCn1c(NCc2cc(Cl)ccc2O)nc2ccccc21
8%	3	CCOC(=O)c1ccccc1NC(=O)COC(=O)CCCOc1ccccc1
6%	-10	CC(C)N(C)CCOC(=O)/C=C/c1ccccc1
u	x	COc1ccc(/C=C(/NC(=O)c2ccc(OC)c(OC)c2)C(=O)NCCc2c[nH]c3ccccc23)cc1
-5%	x	COc1cc(C(=O)NCCC(=O)N2CCCCC2)cc(OC)c1OC
u	x	CCCCOC(=O)C1CN(c2ccccc2)N=C1C(C)=O (centres undefined)
u	x	COc1ccc(NC(=S)NC(=O)C2CCCCC2)cc1
u	x	Cc1ccc(/C=C/C(=O)N2CCc3ccccc32)o1
u	x	CCOc1ccc(-n2cc(C(=O)Nc3cccc(Cl)c3)c3cc(OC)c(OC)cc3c2=O)cc1
u	x	O=C(COC(=O)c1ccccc1NS(=O)(=O)c1cc([N+](=O)[O-])ccc1Cl)c1ccccc1
i	4	CC1CC(C)CN(S(=O)(=O)c2ccc(NC(=O)CN3C(=O)NC(C)(c4ccccc4)C3=O)cc2)C1 (centres undefined)
-25%	-8	COc1ccc(O[C@H]2C=C[C@@H](c3ccccc3)O[C@@H]2CO/N=C(\C)CCN2CCCCc3nc(C)c(C)cc32)cc1
u	x	O=C(COc1nncc2ccccc12)NCC(F)(F)F
u	x	CC(C)c1ccc(NC(=S)N2CCCC2)cc1
i	21	COc1ccccc1OCc1nc(C#N)c(NCc2ccco2)o1
-1%	-21	COC(=O)c1cccnc1SCc1ccccc1
9%	1	CCCNC(=O)CCNC(=O)c1ccc(C(C)(C)C)cc1
-21%	-11	O=C(NC12CC3CC(CC(C3)C1)C2)N1CCN(c2ncccn2)CC1
u	x	O=C(CCCCCN1C(=O)c2cccc3cccc(c23)C1=O)N1CCOCC1
u	x	CCC(=O)NC(c1ccco1)c1cc(Br)c2cccnc2c1O (centres undefined)
u	x	FC(F)Oc1ccc(NC(=S)N2CCc3ccccc32)cc1
11%	8	CCN(CC)CCN1CNC(=S)N(c2ccccc2OC)C1
u	x	COc1ccc(/C=C2\SC(=S)N(CCCC(=O)Nc3ccccn3)C2=O)cc1OC
u	x	Cc1cccc(Oc2ccccc2NC(=O)c2cnccn2)c1
3.7µM*	-17*	O=C(Cc1cccs1)N(Cc1ccco1)C1(C(=O)NC2CCCC2)CCCCC1
u	x	COc1ccc2cc(C(C)C(=O)O)ccc2c1 (centres undefined)
u	x	Cc1cc(C)n(-c2ccc(C(=O)OCC(=O)N(CC(C)C)C3CCS(=O)(=O)C3)cc2)n1 (centres undefined)

Further compounds
Lipid storage S3	Lipid storage S3 cell count max	Compound
u	x	CCC1(C)SC(NC(C)=O)=NN1C(C)=O (centres undefined)
0%	-26	COc1cccc(C(=O)NC2CCN(CC(=O)Nc3c(C)cc(C)cc3C)CC2)c1
5%	x	O=C(CCS(=O)(=O)c1ccccc1)Nc1nc2c(s1)CCCC2
u	x	COc1ccc(C(C)(C)C)cc1NC(=O)C1C2C=CC(C2)C1C(=O)O (centres undefined)
u	x	N#C/C(=N/Nc1ccccc1[N+](=O)[O-])C(N)=S
14%	-3	COc1ccc(-c2nc3cnccn3c2NC(C)(C)CC(C)(C)C)cc1O
u	x	COc1cc(C(=O)Nc2ccc(Oc3ncnc4sc(-c5ccccc5)cc34)cc2)cc(OC)c1OC
-16%	-7	CC(C)(C)OC(=O)NCCC(=O)N/N=C/c1cccc2nccnc12
-21%	-19	OC(COc1ccccc1F)CN1CCC(Cc2ccccc2)CC1 (centres undefined)
u	x	O=C(CSc1nnc(NC(=O)c2ccccc2[N+](=O)[O-])s1)NCc1ccco1
u	x	CC(=O)c1ccc(NC(=O)CCCC(=O)c2ccccc2)cc1
u	x	CCCN(CCC)C(=O)CC(c1ccccc1)c1cc(Br)ccc1O (centres undefined)
i	4	CC(=O)c1ccc(S(=O)(=O)N2CCCC(N(C)CCc3ccccc3)C2)cc1 (centres undefined)
u	x	CCn1cc(S(=O)(=O)Nc2cc(C)ccc2F)cn1
-3%	1	COc1ccc(N(CCOc2ccccc2)S(=O)(=O)c2ccccc2)cc1
1%	0	COc1ccc(-c2csc(N3CCC(c4ccccc4)CC3)n2)cc1
u	x	COc1ccc([C@H]2CC(=O)C=C(c3ccc4c(c3)OCO4)C2)cc1OC
1%	-5	Cc1ccc(NS(=O)(=O)c2cc3c4c(cccc4c2)C(=O)NC3=O)cc1C
u	x	N#CCSc1nnc(COc2cccc3ccccc23)n1-c1ccccc1
u	x	CN(C(=O)CO/N=C/c1ccc(Cl)cc1)c1ccccc1

Looked up by compound from the entries so far:
Lipid storage S3	Lipid storage S3 cell count max	Compound
u	x	O=C1CCN(S(=O)(=O)c2cccs2)c2ccc(C(F)(F)F)cc2N1
u	x	O=C(CCCCCN1C(=O)c2cccc3cccc(c23)C1=O)N1CCOCC1
6%	-20	NC(Cc1ccccc1)C(O)(c1ccccc1)c1ccccc1 (centres undefined)
9%	1	CCCNC(=O)CCNC(=O)c1ccc(C(C)(C)C)cc1
i	x	O=c1[nH]c(C2CCCN(S(=O)(=O)c3cccc(Cl)c3)C2)nc2c1nnn2Cc1ccc2c(c1)OCCO2 (centres undefined)
-25%	-8	COc1ccc(O[C@H]2C=C[C@@H](c3ccccc3)O[C@@H]2CO/N=C(\C)CCN2CCCCc3nc(C)c(C)cc32)cc1

Later entries:
Lipid storage S3	Lipid storage S3 cell count max	Compound
u	x	O=C(NCC(=O)N1CCN(c2ccccc2F)CC1)c1ccco1
-8%	21	CCOC(=O)C1(CCCc2ccccc2)CCN(C(=O)c2cnn(CC)c2)CC1
u	x	CCCS(=O)(=O)N1CCCC(C(=O)Nc2ccc3c(c2)CCC3)C1 (centres undefined)
-5%	-12	CCc1ccc(/C=C2/SC(N3CCOCC3)=NC2=O)cc1
u	x	CCn1c(CSc2nnc(-c3ccc4c(c3)OCO4)o2)nc2cc(S(=O)(=O)N(C)C)ccc21
u	x	CCCNc1nc2c(c(=O)[nH]c(=O)n2C)n1Cc1cccc(Br)c1
u	x	NC(=O)Nc1ccc2c(c1)OCCO2
u	x	Cc1cccc(NC(=O)c2cccc(NS(=O)(=O)c3ccc(Cl)cc3)c2)c1
8%	6	O=C(Nc1ccccc1)OCC(CN1CCCCC1)OC(=O)Nc1ccccc1 (centres undefined)
11%	24	Cc1ccc(-n2cc(C(=O)c3ccc4ccccc4c3O)cn2)cc1
-1%	11	O=C1c2ccccc2-c2c1cccc2C(=O)N1CCOCC1
u	x	COC(=O)c1ccccc1NC(=O)CN(CCc1ccccc1)S(C)(=O)=O
u	x	COC(=O)c1ccccc1NC(=O)c1noc2c1CCC2
8%	15	COCc1nc2sc(C)c(C)c2c(=O)[nH]1
u	x	O=C(Cc1ccc(Cl)cc1)NCCCn1ccnc1
i	6	O=C(CCNS(=O)(=O)c1cccc2nonc12)NCCc1ccc(Cl)cc1
12%	-12	Cc1cc(NC(=O)Cn2cc([N+](=O)[O-])cn2)n(Cc2ccc(F)cc2)n1

These rows are one share of the data; count on the stated rates, not on these rows.
